EBI2 block: EBI2 (human) antagonism. P32249. EBI2 beta-arrestin recruitment, luminescence, 7a,25-OHC stimulated. inhibition, % at 5 µM. 360,000 compounds, 0.81% hits; in the data active = inhibition above about 38%;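 note: enzyme fragment complementation signal reports receptor beta-arrestin coupling in cells; 0% = agonist plus DMSO wells and 100% = wells without agonist; some results beyond the cut were filed as inactive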
Target sequence (P32249 whole entry, looked up, the tested form may be a part): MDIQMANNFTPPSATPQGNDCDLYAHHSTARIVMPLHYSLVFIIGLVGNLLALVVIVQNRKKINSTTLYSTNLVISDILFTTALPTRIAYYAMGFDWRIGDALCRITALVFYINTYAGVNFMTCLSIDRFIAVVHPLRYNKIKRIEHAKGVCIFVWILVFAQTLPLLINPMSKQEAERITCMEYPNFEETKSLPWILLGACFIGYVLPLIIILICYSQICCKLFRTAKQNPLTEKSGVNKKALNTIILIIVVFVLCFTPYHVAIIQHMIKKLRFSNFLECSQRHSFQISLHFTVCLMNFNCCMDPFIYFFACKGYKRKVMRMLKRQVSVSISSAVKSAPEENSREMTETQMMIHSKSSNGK
CCR6 antagonist: CCR6 (human) receptor antagonism | P51684 | CHO-K1 CCR6 PathHunter beta-arrestin, luminescence, CCL20-stimulated | inhibition, % at 20 µM | 340,000 compounds, 0.49% hits | AID 493098;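 active = compounds whose inhibition of the agonist-driven luminescence signal at 20 µM reaches about 50%, limit read from the data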;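 note: cells stimulated with CCL20 at 14 nM final; plate controls were DMSO with CCL20 for no effect and DMSO without agonist for full effect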
Target sequence (P51684 whole entry, looked up): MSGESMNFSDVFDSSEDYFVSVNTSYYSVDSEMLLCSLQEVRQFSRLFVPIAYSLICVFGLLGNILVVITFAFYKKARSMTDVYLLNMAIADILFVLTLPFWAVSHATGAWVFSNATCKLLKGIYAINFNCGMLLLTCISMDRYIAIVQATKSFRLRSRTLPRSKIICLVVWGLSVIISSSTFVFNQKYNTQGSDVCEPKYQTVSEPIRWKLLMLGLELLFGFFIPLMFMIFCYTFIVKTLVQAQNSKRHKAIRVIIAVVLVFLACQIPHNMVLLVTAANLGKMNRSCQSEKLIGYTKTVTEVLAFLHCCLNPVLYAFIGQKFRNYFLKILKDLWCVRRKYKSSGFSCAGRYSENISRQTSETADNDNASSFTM
CXCR6 inh: blocks human CXCR6 beta-arrestin recruitment; O00574; CHO-K1 PathHunter CXCR6 beta-arrestin, luminescence; inhibition, % at 20 µM; 360,000 compounds, 0.36% hits; in the data active = inhibition above about 34%, passing the limit was not always enough;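 note: antagonist mode with CXCL16 agonist at 10 nM final; 0% = 10 nM CXCL16 with DMSO and 100% = unstimulated wells without agonist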
Target sequence (O00574 whole entry, looked up): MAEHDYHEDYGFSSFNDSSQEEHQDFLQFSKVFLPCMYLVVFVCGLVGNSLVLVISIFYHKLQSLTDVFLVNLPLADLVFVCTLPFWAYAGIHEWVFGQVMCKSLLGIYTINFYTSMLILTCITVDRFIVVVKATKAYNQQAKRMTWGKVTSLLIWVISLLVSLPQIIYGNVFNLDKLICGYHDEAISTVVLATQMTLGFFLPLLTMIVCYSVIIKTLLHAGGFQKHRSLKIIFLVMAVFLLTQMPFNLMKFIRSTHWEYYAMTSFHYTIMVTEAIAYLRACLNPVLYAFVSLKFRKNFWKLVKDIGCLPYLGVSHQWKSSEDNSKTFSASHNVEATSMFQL
An asterisk follows results filed as active. A portion of the library. The share of hits here may be higher or lower than overall.

SMILES | EBI2 block | CCR6 antagonist | CXCR6 inh
CSCCC(NS(=O)(=O)c1ccc(Cl)cc1)C(=O)OCC(=O)N1CCCc2ccccc21 (configuration not stated) | 14 | 1 | -4
Cc1nn(-c2cccc(C(F)(F)F)c2)c(Cl)c1/C=N/Nc1cccc(C(=O)O)c1 | 12 | -10 | -23
CC1(C)OC2OC3C(CNCCO)OC(c4ccccc4)OC3C2O1 (configuration not stated) | -5 | 6 | -2
O=[N+]([O-])c1cc([N+](=O)[O-])c(Oc2cccc3ccccc23)cc1NN1CCCCC1 | 12 | 11 | -3
NC(=O)C1(Nc2ccc(-c3ccccc3)cc2)CCCC1 | -3 | 0 | -6
CC(C)(C)OC(=O)N1CCCC(C(=O)Nc2ccc(C(=O)NCCc3ccccc3)cc2)C1 (configuration not stated) | -4 | 7 | -2
CC(C)C[C@H](NC(=O)c1cc2cc(Cl)ccc2n1C)C(=O)N1CCC(C(=O)O)CC1 | -4 | 9 | 3
CC(C)(C)CC(C)(C)n1nnnc1N | -9 | 4 | -7
COc1ccc(NC(=O)CCCN2C(=O)/C(=C\c3ccco3)SC2=S)cc1 | 1 | 28 | 5
CCOC(=O)CCN(C(=S)Nc1ccccc1)C1CCCCC1 | 8 | 13 | 5
COc1ccccc1-c1cccc([C@@H]2C[C@H]3[C@H](CON3C)CN2C(=O)CCc2ccccc2)c1 | 18 | -32 | 8
O=C(COC(=O)c1n[nH]c(=O)c2ccccc12)Nc1cccc(S(=O)(=O)N2CCOCC2)c1 | -7 | 2 | 0
c1nc(NCCN2CCOCC2)c2c3c(sc2n1)CCCCC3 | -3 | 1 | -1
Oc1ccccc1N=Nc1ccccc1O | 13 | 31 | 28
O=C1C(Br)=C(c2ccccc2)C(c2ccccc2)=C1c1ccccc1 | 49* | 68* | 21
C[C@H](CO)N1C[C@H](C)[C@@H](CN(C)C(=O)NC2CCCCC2)Oc2ccc(NC(=O)C3CC3)cc2C1=O | -11 | -4 | 6
O=[N+]([O-])c1ccccc1N=Nc1ccc(O)cc1O | 5 | 50 | 36
CC(=O)OCC(=O)C1(O)CCC2C3CCC4=CC(=O)C=CC4(C)C3C(=O)CC21C (configuration not stated) | 4 | 5 | -15
CCCCOC(=O)NC1CCc2cc(OC)c(OC)c(OC)c2-c2ccc(SC)c(=O)cc21 (configuration not stated) | -17 | 24 | 8
CCCCNC(=O)CN1C(=O)c2cccc(N)c2C1=O | -1 | 3 | -3

Next part, starting with the last 7 of the part before.
SMILES | EBI2 block | CCR6 antagonist | CXCR6 inh
Oc1ccccc1N=Nc1ccccc1O | 13 | 31 | 28
O=C1C(Br)=C(c2ccccc2)C(c2ccccc2)=C1c1ccccc1 | 49* | 68* | 21
C[C@H](CO)N1C[C@H](C)[C@@H](CN(C)C(=O)NC2CCCCC2)Oc2ccc(NC(=O)C3CC3)cc2C1=O | -11 | -4 | 6
O=[N+]([O-])c1ccccc1N=Nc1ccc(O)cc1O | 5 | 50 | 36
CC(=O)OCC(=O)C1(O)CCC2C3CCC4=CC(=O)C=CC4(C)C3C(=O)CC21C (configuration not stated) | 4 | 5 | -15
CCCCOC(=O)NC1CCc2cc(OC)c(OC)c(OC)c2-c2ccc(SC)c(=O)cc21 (configuration not stated) | -17 | 24 | 8
CCCCNC(=O)CN1C(=O)c2cccc(N)c2C1=O | -1 | 3 | -3
O=c1cc(-c2ccco2)oc2ccc(Cl)cc12 | -1 | 13 | -9
N/C(=N\OS(=O)(=O)c1ccc(Cl)cc1)c1ccccn1 | -10 | 1 | 3
CN1CCC[C@@H]1CCO[C@](C)(c1ccccc1)c1ccc(Cl)cc1 | 4 | 18 | -2
c1cnc2nc3c4ccccc4c4ccccc4c3nc2c1 | -8 | 5 | -2
COc1ccc(-c2cc(C(F)(F)F)n3ncc(C(=O)NCC4CCCO4)c3n2)cc1 (configuration not stated) | 5 | 6 | -5
COc1ccc(C(=O)C=Cc2cccs2)c(O)c1 | 8 | 20 | 8
COc1ccc2c(c1)CCC1C2CCC2(C)C(O)C(=O)CC12 (configuration not stated) | 12 | -3 | -3
Oc1ccc(C=NNC(=S)Nc2cccnc2)nc1 | -25 | -14 | -15
O=C1CC(c2ccc(F)cc2)Sc2nc(C34CC5CC(CC(C5)C3)C4)nn21 (configuration not stated) | 5 | 16 | -8
Cc1cc(C(=O)COc2nncc3ccccc23)c(C)n1C | -9 | -8 | 0
Cc1cccc(NC(=O)c2cccc(S(=O)(=O)Nc3c(C)n(C)n(-c4ccccc4)c3=O)c2)c1 | -6 | 7 | 13
CC(=O)NC12CC3CC(C1)CC(C(=O)N1CCN(S(=O)(=O)c4ccc([N+](=O)[O-])cc4)CC1)(C3)C2 | -3 | -2 | -18
c1ccc(CN(CCN2CCOCC2)Cc2ccccc2)cc1 | -2 | 18 | 3
c1ccc(CN2CCOCC2)nc1 | 3 | -2 | 4
CN(Cc1ccccc1)C(=O)c1ccc(NC(=O)Cc2ccc(NC(=O)C3CCN(S(=O)(=O)c4cccc([N+](=O)[O-])c4)CC3)cc2)cc1 | -13 | -2 | -8
COc1ccc(/C=C2\SC(=S)N(CCCC(=O)N3CCN(C)CC3)C2=O)cc1OC | 0 | 5 | 3
O=C(N/N=C/c1ccc(N2CCCCC2)o1)c1ccccc1 | -27 | 32 | -5
O=[N+]([O-])c1ccc(S(=O)(=O)NN=Cc2ccc(Cl)c(Cl)c2)cc1 | -7 | 28 | 6
Cc1nc2ccccc2nc1-c1ccc([N+](=O)[O-])cc1 | 7 | 3 | -1
COc1ccc(NC(=O)CSc2nc3ccccc3c3nc4ccccc4n23)cc1 | 6 | 17 | -5

Shown as a hit in CCR6 antagonist, of those listed so far:
SMILES | EBI2 block | CCR6 antagonist | CXCR6 inh
O=C1C(Br)=C(c2ccccc2)C(c2ccccc2)=C1c1ccccc1 | 49* | 68* | 21

More results follow:
SMILES | EBI2 block | CCR6 antagonist | CXCR6 inh
O=C(/C=C/c1cccs1)c1ccco1 | -6 | 3 | 2
O=S(=O)(c1ccc(F)cc1)c1snnc1-c1ccccc1 | -36 | -6 | -7
Cc1ccc(-c2cn3cccc(C)c3n2)cc1 | 3 | 0 | -4
COc1cc(NS(=O)(=O)c2ccc(Nc3nc(-c4ccccc4)cs3)cc2)nc(OC)n1 | 0 | 12 | -4
COc1cc(C2C3=C(COC3=O)Oc3cc4c(cc32)OCO4)cc(OC)c1OC(C)=O (configuration not stated) | 5 | 13 | -2
O=C1C=CC(=Nc2ccc3c(c2)Cc2ccccc2-3)O1 | -10 | 14 | 3
CCCCN1CC(COCc2ccccc2)Oc2cccc(NCc3ccc(OC)cc3)c2S1(=O)=O (configuration not stated) | 11 | 8 | 8
O=C(Cn1cc(COc2c(F)c(F)c(Br)c(F)c2F)nn1)c1ccc(O)cc1 | 7 | -7 | -5
O=C(NCCc1ccccc1)c1ccc(Cl)cc1[N+](=O)[O-] | 3 | 1 | 8
OC(CCN1CCC2CCC(C2)C1)c1ccc(Br)cc1 (configuration not stated) | 2 | 18 | -4
CCCn1cnc2c(SCc3ccccc3)nc(N)nc21 | 5 | 4 | -7
Oc1ccc(-n2nnnc2SCc2c(F)cccc2Cl)cc1 | -12 | 15 | -11
NC(=S)NN=C1CCCCCCCCCC1 | 15 | 18 | 10
N#Cc1c2c(c(Nc3ccc(F)cc3)n3c1nc1ccccc13)CCCC2 | -22 | 2 | 2
CCC1(C2=CCCCC2)C(=O)NC(=S)N=C1N (configuration not stated) | -10 | 0 | -1
O=C(CCSCCC(=O)NN=Cc1ccccc1)NN=Cc1ccccc1 | 3 | 16 | -8
CN(C)/C=N/c1ncnc2c1cnn2-c1ccc(C(F)(F)F)cn1 | -7 | -2 | -5
C/C=C/c1ccc(OCC(=O)OCC(=O)NC2CC2)c(OC)c1 | 2 | -8 | -9
CC(=O)NC12CC3CC(C1)CC(C(=O)Nc1ccc(C)c(S(=O)(=O)N4CCCCCC4)c1)(C3)C2 | 5 | 7 | -2
N#C/C(=C/C1=C(N2CCOCC2)C(=C/c2ccc(Cl)cc2)/CC1)C(=O)Nc1ccccc1F | 21 | 30 | 20
CC(Cc1ccccc1)=NNS(=O)(=O)c1ccc([N+](=O)[O-])cc1 | -7 | -1 | -20
Cc1ccc(-c2nnn3c2nc(Cl)c2ccccc23)cc1 | 17 | -3 | -2
O=C(Nc1ccc(Cl)cc1)C1C2CCC3C(CCC21)C3(Cl)Cl (configuration not stated) | 6 | 17 | -7
CC12CCC(=O)C=C1CCC1C2CCC2(C)C(c3csc(N)n3)CCC12 (configuration not stated) | 13 | 1 | -8
c1ccc2cc3c(NCCN4CCOCC4)ccnc3cc2c1 | -3 | 8 | -11
COc1cccc(/C=N/Nc2ccc(S(=O)(=O)Nc3ccccc3C(=O)O)cc2[N+](=O)[O-])c1O | -15 | 35 | 24
O=C(C=Cc1ccccc1Cl)c1ccccc1 | 8 | 24 | 9
COc1ccccc1N1C(N)=NC(N)=NC12CCCCC2 | 3 | 0 | -1
Nc1c(Cl)cc(-c2csc(N3CCCC3c3nc4cc(Cl)c(Cl)cc4n3CCOCCO)n2)cc1Cl (configuration not stated) | -17 | 13 | 2
CSc1cccc(-n2cc(-c3ccc4c(c3)OCO4)[nH]c2=O)c1 | 9 | 11 | 7
CN(C)C(=O)/C(C#N)=C\c1cc(Br)c(Sc2ccc(Cl)cc2)o1 | 27 | 24 | -1
O=C(O)C1(Nc2ccc(Br)cc2)CCCC1 | -3 | 16 | -1
CC1CCC(O)(C(C(=O)O)c2ccccc2)CC1 (configuration not stated) | 3 | 3 | -2
Nc1ccc(-c2nnn(Cc3ccccc3)n2)cc1 | 3 | -8 | -5
Nc1sccc1C(=O)c1ccc(Cl)cc1 | -8 | 13 | 0
Nc1ccc2c(c1)C(O)c1cccc(C(=O)O)c1-2 (configuration not stated) | -8 | -7 | -3
O=C1NC(CCO)C(=O)NC1CCO (configuration not stated) | -2 | 0 | 5
O=C(CSc1nc2scc(-c3cccs3)c2c(=O)n1CCc1ccccc1)N1CCCC1 | 8 | 15 | 8
O=C(NCC1COc2ccccc2O1)c1c[nH]c2ccc(S(=O)(=O)N3CCOCC3)cc2c1=O (configuration not stated) | -4 | 6 | -5
N#C/C(=C/c1ccc(-c2ccccc2)o1)c1nc(-c2cccs2)cs1 | 12 | 17 | 12
COc1cc2nc(CN(C)CC(=O)Nc3ccc(N4CCOCC4)cc3)[nH]c(=O)c2cc1OC | -3 | -5 | -7
CC1CC(C)(C)CC2(C1)NC(=O)N(CC(=O)N1CCN(S(=O)(=O)c3ccc(F)c(F)c3F)CC1)C2=O (configuration not stated) | 10 | 5 | -8
CCOC(=O)C1(C#N)Cc2ccccc2C1 | -3 | 10 | -14
O=C(CSc1nc2ccccc2o1)Nc1nc2c(s1)CCCC2 | 14 | 33 | 20
CCOC(=O)NC1(Nc2cccc(Cl)c2)Oc2ccccc2O1 | 0 | 7 | -7
CSC1=C(C#N)C2(CCCCC2)C(C(=O)Nc2ccccc2)=C(C)N1 | -7 | 15 | -15
O=C1C(Nc2ccc(O)cc2)=C/C(=N/S(=O)(=O)c2cccs2)c2ccccc21 | 20 | 59* | 34
C=CCn1cc(C(=O)NCc2ccc3c(c2)OCO3)c(=O)c2cc(S(=O)(=O)N(CC)CC)ccc21 | 23 | 13 | 7
NC(=O)c1ccsc1NC(=O)CN1CCN(S(=O)(=O)c2ccccc2C(F)(F)F)CC1 | -4 | 3 | -5
Oc1c(Br)cc(Br)cc1/C=N/N1CCN(Cc2ccccc2)CC1 | 10 | 16 | 19

(list continues)
SMILES | EBI2 block | CCR6 antagonist | CXCR6 inh
CN(C)C(CNC(=O)c1cccc(S(=O)(=O)Nc2ccccc2Cl)c1)c1ccccc1 (configuration not stated) | 2 | -6 | 1
COc1ccc(C2/C(=C(/O)c3ccc(F)cc3)C(=O)C(=O)N2CCCN(C)C)cc1 (configuration not stated) | -7 | -1 | 1
CCN(CC)S(=O)(=O)c1cccc(C(=O)c2c(C)cc3ccccn23)c1 | -10 | 28 | -6
CN(Cc1ccc(-n2cccn2)cc1)C(=O)c1cnn2c1NC(c1ccco1)CC2C(F)(F)F (configuration not stated) | 17 | 1 | -12
O=C(CC1SC(N2CCCCC2)=NC1=O)Nc1cccc(C(=O)N2CCCC(C(F)(F)F)C2)c1 (configuration not stated) | -7 | 2 | 7
COC(=O)CCc1c[nH]c2ccc([N+](=O)[O-])cc12 | 1 | 14 | -4
CCOC(=O)C1CCN(C(=O)c2ccc(NS(=O)(=O)c3ccc4[nH]c(=O)[nH]c4c3)cc2)CC1 | -6 | -2 | 5
COc1ccc(OC)c(NC(=O)CSc2nc3[nH]c(=O)[nH]c(=O)c3s2)c1 | 3 | 8 | -1
Cc1c(C(N)=O)cc([N+](=O)[O-])cc1[N+](=O)[O-] | -3 | -7 | -6
COc1ccc(/C=N/Nc2nc(N3CCCC3)nc(N3CCCC3)n2)cc1 | 6 | 4 | 1
Oc1ccccc1-c1nc2c3ccccc3c3ccccc3c2[nH]1 | -15 | -19 | -24
CC1(C)CC=CC(COC(=O)c2ccccc2C(=O)O)C1 (configuration not stated) | -3 | 5 | 2
CC(=O)NC1CC2CCCC(C1)N2C(=O)Nc1cccc(C(C)=O)c1 (configuration not stated) | -1 | 13 | 5
CCN(CC)c1ccc(/C=C2\CCC(/C=C(/C#N)C(=O)Nc3ccccc3F)=C2N2CCOCC2)cc1 | 27 | 102* | 45*
Cc1ccccc1NC(=O)COC(=O)c1ccc2c(c1)C(=O)N(CCCN1CCOCC1)C2=O | -6 | -4 | -4
Cc1csc(C2=C(O)CN(c3ccc4c(c3)OCCOCCOCCOCCO4)C2=N)n1 | -5 | 14 | 2
O=C(O)CN1CCNCCN(CC(=O)O)CCNCC1 | -8 | -6 | -22
